Fam108B inh: mouse Fam108B serine hydrolase inhibitors, primary screen, counter-screen for RBBP9 inhibitor project, biochemical, fluorescence polarization; inhibition, % at 9.51 µM; recombinant Fam108B, FP-Rh probe fluorescence polarization; AID 1947, 2009; 300,000 tested, 0.33% active;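 active = inhibition above the screen mean inhibition plus 3 SD, computed separately per campaign, cut at about 18% in these data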;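 note: inhibitors lower polarization as less probe binds the enzyme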
MEX-5 binding: MEX-5 zinc finger RNA-binding disruptors – biochemical, C. elegans, fluorescence polarization, MLPCN library, primary screen; 300,000 tested, 0.38% active; activity score (negative = inhibition of binding), % at 10 µM; MEX-5/FITC-TCR2 RNA binding; hits give low values; Zinc finger protein mex-5 (Caenorhabditis elegans), Q9XUB2;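 active = inhibition past about -25% in most replicates, and total fluorescence under double the plate's negative control median, limit read from the data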;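 note: 0% = DMSO and -100% = 5 µM competing unlabeled TCR2 RNA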
Target sequence (Q9XUB2 whole entry, looked up): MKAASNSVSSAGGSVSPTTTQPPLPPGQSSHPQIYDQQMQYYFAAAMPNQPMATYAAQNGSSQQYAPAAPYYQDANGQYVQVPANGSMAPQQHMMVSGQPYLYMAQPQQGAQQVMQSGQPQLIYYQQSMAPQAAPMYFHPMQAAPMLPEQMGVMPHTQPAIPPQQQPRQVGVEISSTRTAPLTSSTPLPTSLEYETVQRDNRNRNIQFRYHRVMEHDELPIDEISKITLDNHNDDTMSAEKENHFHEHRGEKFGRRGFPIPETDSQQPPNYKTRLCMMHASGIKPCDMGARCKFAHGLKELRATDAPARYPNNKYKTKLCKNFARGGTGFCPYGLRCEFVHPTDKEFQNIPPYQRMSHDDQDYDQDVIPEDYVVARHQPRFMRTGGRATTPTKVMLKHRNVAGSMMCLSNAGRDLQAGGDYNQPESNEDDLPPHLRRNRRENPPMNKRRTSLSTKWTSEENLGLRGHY
GLD-1 RNA inh: GLD-1/TGE RNA complex disruptors, primary screen, biochemical, fluorescence polarization; Female germline-specific tumor suppressor gld-1 (Caenorhabditis elegans), Q17339; purified GLD-1 + fluorescein TGE RNA; inhibition, % at 5.96 µM; 320,000 tested, 0.44% active; AID 2280, 2010;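 active = percent inhibition above a per-plate cutoff, the plate mean of test compounds plus 3 SD, cut at about 30% in these data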;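 note: 0% = DMSO wells with GLD-1 and probe and 100% = wells lacking GLD-1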
PME-1 primary: PME-1 inhibitors via competitive probe labeling, primary screen, biochemical, fluorescence polarization, FP-Rh probe, HTS; Protein phosphatase methylesterase 1 (Homo sapiens), Q9Y570; recombinant PME-1; inhibition, % at 5.9 µM; 320,000 tested, 0.53% active;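 active = inhibition above the campaign mean of all compounds plus 3 SD, cut at about 26% in these data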;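 note: competitive labeling of PME-1 active site by serine hydrolase directed probe; 0% = PME-1 with DMSO and 100% = wells lacking PME-1 enzyme; inhibitors block probe labeling so polarization falls and inhibition rises; many of its hits are not listed in these tables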
Target sequence (Q9Y570 whole entry, looked up): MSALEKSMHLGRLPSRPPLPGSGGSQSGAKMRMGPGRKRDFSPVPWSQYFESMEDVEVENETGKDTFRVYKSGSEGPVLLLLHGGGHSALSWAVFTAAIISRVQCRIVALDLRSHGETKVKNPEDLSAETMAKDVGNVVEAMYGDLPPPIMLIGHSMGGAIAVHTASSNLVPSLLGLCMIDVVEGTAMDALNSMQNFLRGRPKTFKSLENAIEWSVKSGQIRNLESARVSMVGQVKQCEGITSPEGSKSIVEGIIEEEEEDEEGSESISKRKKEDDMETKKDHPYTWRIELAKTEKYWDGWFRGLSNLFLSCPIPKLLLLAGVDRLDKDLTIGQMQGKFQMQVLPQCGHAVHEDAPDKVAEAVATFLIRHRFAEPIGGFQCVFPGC
Bcl-xL primary: inhibitors of human Bcl-xL, primary screen, biochemical, fluorescence polarization, HTS; Bcl-2-like protein 1 (Homo sapiens), Q07817; GST-Bcl-xL / FITC-Bim BH3 peptide fluorescence polarization; inhibition, % at 10.9 µM; 320,000 tested, 0.7% active;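 active = inhibition above the mean of all tested compounds plus 3 SD, cutoff set per campaign, cut at about 30% in these data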;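 note: 0% = DMSO wells and 100% = unlabeled Bim-BH3 peptide competitor; inhibitors lower millipolarization by displacing the labeled peptide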
Target sequence (Q07817 whole entry, looked up): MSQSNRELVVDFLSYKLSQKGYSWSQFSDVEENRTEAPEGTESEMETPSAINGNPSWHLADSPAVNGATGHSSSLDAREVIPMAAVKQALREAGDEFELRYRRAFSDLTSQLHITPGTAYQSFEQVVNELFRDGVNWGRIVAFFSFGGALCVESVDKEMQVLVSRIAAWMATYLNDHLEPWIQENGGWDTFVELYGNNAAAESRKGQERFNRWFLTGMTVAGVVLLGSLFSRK
PAFAH1B2 FP inh: PAFAH1B2 enzyme inhibitors, primary screen, biochemical, fluorescence polarization, human. recombinant PAFAH1B2, FP-rhodamine activity probe. inhibition, % at 3.39 µM. 340,000 tested, 1.2% active;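 active = inhibition above the mean of all tested compounds plus 3 SD, cut at about 24% in these data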;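 note: 0% = enzyme with DMSO and 100% = wells lacking PAFAH1B2; many of its hits are not listed in these tables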
AHR activator: AHR activators, primary screen, cell-based, luminescence, luciferase reporter, human. activation, % at 5 µM. AHR-responsive luciferase reporter cells. Aryl hydrocarbon receptor (Homo sapiens), P35869. 320,000 tested, 2.5% active; in the data active = activation above about 47%;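 note: 0% = vehicle wells and 100% = reference agonist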
MCL1-BIM inh: inhibitors of MCL1 binding to BIM-BH3, primary screen, biochemical, fluorescence polarization; GST-MCL1 / FITC-Bim-BH3 fluorescence polarization; inhibition, % at 10.9 µM; 320,000 tested, 0.68% active; AID 2057, 2009;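 active = inhibition above the mean inhibition of all tested compounds plus 3 SD, set per campaign, cut at about 40% in these data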;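 note: 0% = DMSO wells and 100% = unlabeled Bim-BH3 peptide control; higher means more loss of mP so more displacement of Bim peptide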
pPAFAH inh: pPAFAH enzyme inhibitors, primary screen, biochemical, fluorescence polarization, human. 330,000 tested, 1.5% active. recombinant pPAFAH, FP-rhodamine probe fluorescence polarization. AID 463082, 2010. inhibition, % at 3.39 µM;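 active = inhibition above the mean inhibition across the screen plus 3 SD, cut at about 25% in these data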;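 note: inhibitors block binding of the rhodamine activity-based probe so polarization drops; 0% = enzyme with DMSO and 100% = wells lacking pPAFAH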
Starred values were filed as active, the others as inactive. Only part of the results is shown; the hit share may differ from the screen's.

O=C(CNC(=O)c1cccs1)N=Nc1c(O)[nH]c2ccc([N+](=O)[O-])cc12 was read as Fam108B inh 4, MEX-5 binding -2.4, GLD-1 RNA inh 1, PME-1 primary 0, Bcl-xL primary 4, PAFAH1B2 FP inh 6, AHR activator 22, MCL1-BIM inh 8 and pPAFAH inh 10.
`O=C(CSc1oc(-c2cccs2)nc1S(=O)(=O)c1ccc(F)cc1)NCC1CCCO1` (configuration not stated) gave Fam108B inh 2, MEX-5 binding -2.2, GLD-1 RNA inh -5, PME-1 primary -5, Bcl-xL primary 3, PAFAH1B2 FP inh -1, AHR activator 6, MCL1-BIM inh 15 and pPAFAH inh 7.
For CCCc1nc(SCC(=O)Nc2cc(C)on2)c2ccccc2n1 the results were Fam108B inh 3, MEX-5 binding -0.1, GLD-1 RNA inh 8, PME-1 primary 2, Bcl-xL primary -3, PAFAH1B2 FP inh 2, AHR activator 1, MCL1-BIM inh 6 and pPAFAH inh -3.
`COc1ccc(CC(=O)NNS(=O)(=O)c2ccccc2[N+](=O)[O-])cc1OC` gave Fam108B inh 1, MEX-5 binding 0.1, GLD-1 RNA inh -2, PME-1 primary -4, Bcl-xL primary 2, PAFAH1B2 FP inh 3, AHR activator -1, MCL1-BIM inh 3 and pPAFAH inh 6.
Screening Nc1nc2ccc(C(=O)N3CCCCC3)cc2s1 returned Fam108B inh -2, MEX-5 binding -0.8, GLD-1 RNA inh 1, PME-1 primary -6, Bcl-xL primary 4, PAFAH1B2 FP inh 6, AHR activator 4, MCL1-BIM inh 0 and pPAFAH inh -9.
For Cc1ncc(CN2CCCC(C(=O)Nc3ccc(-c4cccc(F)c4)cc3)C2)n1C (configuration not stated) the results were Fam108B inh -1, MEX-5 binding -1.9, GLD-1 RNA inh 6, PME-1 primary 1, Bcl-xL primary 6, PAFAH1B2 FP inh -6, AHR activator 15, MCL1-BIM inh 1 and pPAFAH inh 6.
COc1ccccc1N(C)S(=O)(=O)c1ccc(C(=O)NCC(C)C)cc1 was read as Fam108B inh 0, MEX-5 binding -1.1, GLD-1 RNA inh 6, PME-1 primary -7, Bcl-xL primary 4, PAFAH1B2 FP inh 7, AHR activator -1, MCL1-BIM inh 1 and pPAFAH inh 1.
Screening COCCC(=O)N1CCC(Oc2ccc(C(=O)NCCCC3CCCC3)cc2)CC1 returned Fam108B inh -6, MEX-5 binding 3.1, GLD-1 RNA inh 2, PME-1 primary -4, Bcl-xL primary 5, PAFAH1B2 FP inh 3, AHR activator -1, MCL1-BIM inh 13 and pPAFAH inh 2.
Screening O=C(CCN1C(=O)c2ccncc2C1=O)Nc1cc(F)ccc1F returned Fam108B inh 4, MEX-5 binding 2.5, GLD-1 RNA inh 1, PME-1 primary -3, Bcl-xL primary 2, PAFAH1B2 FP inh 0, AHR activator 0, MCL1-BIM inh -3 and pPAFAH inh 3.
For COc1ccc(CCNC(=O)C/C(C)=N/NC(=O)Cc2cccc3ccccc23)cc1OC the results were Fam108B inh 1, MEX-5 binding 1.3, GLD-1 RNA inh 4, PME-1 primary 1, Bcl-xL primary 1, PAFAH1B2 FP inh -3, AHR activator 10, MCL1-BIM inh 7 and pPAFAH inh 0.
For COc1ccc(OCc2nnc3n2N=C(c2ccc(Br)cc2)CS3)cc1 the results were Fam108B inh -4, MEX-5 binding -0.5, GLD-1 RNA inh 1, PME-1 primary -7, Bcl-xL primary -25, PAFAH1B2 FP inh -4, AHR activator 6, MCL1-BIM inh -19 and pPAFAH inh 1.
For CCNC(=S)N/N=C(\C)c1cccc(C(F)(F)F)c1 the results were Fam108B inh -2, MEX-5 binding 1.5, GLD-1 RNA inh -4, PME-1 primary 3, Bcl-xL primary 4, PAFAH1B2 FP inh -2, AHR activator 1, MCL1-BIM inh 6 and pPAFAH inh -5.
`O=C(NC1=NCCS1)C12CC3CC(CC(C3)C1)C2` gave Fam108B inh -5, MEX-5 binding -0.6, GLD-1 RNA inh -4, PME-1 primary 2, Bcl-xL primary 0, PAFAH1B2 FP inh 13, AHR activator 2, MCL1-BIM inh -8 and pPAFAH inh -4.
`Cc1c(C)n(Cc2ccccc2)c2ncnc(NN)c12` gave Fam108B inh 17, MEX-5 binding 4.6, GLD-1 RNA inh 3, PME-1 primary 3, Bcl-xL primary -1, PAFAH1B2 FP inh 4, AHR activator 15, MCL1-BIM inh -6 and pPAFAH inh 5.
Screening O=C(CN1CCCC1)Nc1cccc(Cl)c1Cl returned Fam108B inh 6, MEX-5 binding -3.4, GLD-1 RNA inh 7, PME-1 primary -8, Bcl-xL primary 8, PAFAH1B2 FP inh 2, AHR activator 0, MCL1-BIM inh 12 and pPAFAH inh 1.
Screening CC(C)(C)OC(=O)N[C@@H](C(=O)OC(C)(C)C)c1ccc2ccccc2c1 returned GLD-1 RNA inh 0, PME-1 primary 4, Bcl-xL primary 2, PAFAH1B2 FP inh 6, AHR activator 0, MCL1-BIM inh 1 and pPAFAH inh -4.
`COCC(=O)N(Cc1ccco1)c1nnc(C2CCOC2)s1` (configuration not stated) gave Fam108B inh -1, MEX-5 binding -2.7, GLD-1 RNA inh 5, PME-1 primary -2, Bcl-xL primary 3, PAFAH1B2 FP inh -2, AHR activator 1, MCL1-BIM inh 6 and pPAFAH inh -1.
For COc1ccccc1OCc1nnc(SCC(=O)N2CCCCC2)n1-c1ccccc1 the results were Fam108B inh 1, MEX-5 binding -0.4, GLD-1 RNA inh 4, PME-1 primary 0, Bcl-xL primary 2, PAFAH1B2 FP inh 3, AHR activator 2, MCL1-BIM inh 12 and pPAFAH inh 4.
Screening COC(=O)c1cc(S(=O)(=O)NCc2ccccc2OC)cn1C returned Fam108B inh -1, MEX-5 binding 1.7, GLD-1 RNA inh -8, PME-1 primary 2, Bcl-xL primary 1, PAFAH1B2 FP inh 0, AHR activator 3, MCL1-BIM inh 3 and pPAFAH inh 4.
Screening COc1cc(-c2nnc(COC(=O)CSc3cc(C)c4ccccc4n3)o2)cc(OC)c1OC returned Fam108B inh -1, MEX-5 binding -0.9, GLD-1 RNA inh -1, PME-1 primary -3, Bcl-xL primary 3, PAFAH1B2 FP inh 0, AHR activator 4, MCL1-BIM inh -2 and pPAFAH inh 13.
Screening Cc1onc(-c2ccccc2)c1C(=O)NNC(=O)c1ccccc1Br returned GLD-1 RNA inh 0, PME-1 primary -3, Bcl-xL primary 7, PAFAH1B2 FP inh 1, AHR activator 2, MCL1-BIM inh 10 and pPAFAH inh -4.
For O=C(CCn1c(=S)[nH]c2ccccc2c1=O)NCC1CCCO1 (configuration not stated) the results were Fam108B inh -2, MEX-5 binding -0.7, GLD-1 RNA inh 10, PME-1 primary -4, Bcl-xL primary 3, PAFAH1B2 FP inh 3, AHR activator 3, MCL1-BIM inh 3 and pPAFAH inh 0.
`CCOC(=O)c1cc(CC)sc1NC(=O)c1ccc(N2CCOCC2)c([N+](=O)[O-])c1` gave Fam108B inh -1, GLD-1 RNA inh 0, PME-1 primary -10, Bcl-xL primary -2, PAFAH1B2 FP inh 2, AHR activator 2, MCL1-BIM inh 0 and pPAFAH inh -6.
Screening COC(=O)c1sccc1-n1cc(C#N)c(=O)n(C)c1=O returned Fam108B inh -1, MEX-5 binding 0.4, GLD-1 RNA inh 2, PME-1 primary 2, Bcl-xL primary 5, PAFAH1B2 FP inh 5, AHR activator 1, MCL1-BIM inh 3 and pPAFAH inh 3.
CCCCNC(=O)[C@H](Cc1c[nH]c2ccccc12)NC(=O)c1ccccc1Cl was read as Fam108B inh -2, MEX-5 binding 0.2, GLD-1 RNA inh 0, PME-1 primary -3, Bcl-xL primary 3, PAFAH1B2 FP inh -3, AHR activator 13, MCL1-BIM inh 7 and pPAFAH inh 6.
For Cc1ccccc1OCC(=O)Nc1ccc(N2CCN(C(=O)c3ccco3)CC2)cc1 the results were Fam108B inh 6, MEX-5 binding -2.0, GLD-1 RNA inh 0, PME-1 primary 0, Bcl-xL primary -3, PAFAH1B2 FP inh 9, AHR activator 25, MCL1-BIM inh -2 and pPAFAH inh 11.
Screening Cn1cc(CN2C[C@]3(C)C[C@H]2CC(C)(C)C3)c(-c2ccc3c(c2)OCCO3)n1 returned Fam108B inh 2, MEX-5 binding -0.7, GLD-1 RNA inh -4, PME-1 primary -1, Bcl-xL primary 8, PAFAH1B2 FP inh 7, AHR activator 2, MCL1-BIM inh 12 and pPAFAH inh 4.
Cc1ccccc1OCc1nnc(SCC(=O)N2c3ccccc3Sc3ccc(Cl)cc32)o1 was read as Fam108B inh -4, MEX-5 binding 1.1, GLD-1 RNA inh 3, PME-1 primary -1, Bcl-xL primary -1, PAFAH1B2 FP inh -5, AHR activator -2, MCL1-BIM inh -5 and pPAFAH inh -5.
For O=C(Cc1ccc(Cl)cc1Cl)NCc1cccnc1 the results were Fam108B inh -4, MEX-5 binding 3.4, GLD-1 RNA inh 8, PME-1 primary 3, Bcl-xL primary 0, PAFAH1B2 FP inh -1, AHR activator 2, MCL1-BIM inh -4 and pPAFAH inh 5.
O=C(NCc1ccccc1)C1CCN(C(=O)Cc2ccccc2)CC1 was read as Fam108B inh 2, MEX-5 binding 2.8, GLD-1 RNA inh 14, PME-1 primary 1, Bcl-xL primary 6, PAFAH1B2 FP inh 4, AHR activator -2, MCL1-BIM inh 10 and pPAFAH inh 3.
Screening CC1CCC(NC(=O)c2ccc3nc[nH]c3c2)CC1 (configuration not stated) returned Fam108B inh 1, MEX-5 binding 1.8, GLD-1 RNA inh 6, PME-1 primary -1, Bcl-xL primary 5, PAFAH1B2 FP inh 3, AHR activator 3, MCL1-BIM inh 1 and pPAFAH inh 8.
For O=C(CS(=O)(=O)Cc1ccccc1)Nc1ccc2c(c1)OCO2 the results were Fam108B inh -2, MEX-5 binding -0.6, GLD-1 RNA inh 0, PME-1 primary 2, Bcl-xL primary 2, PAFAH1B2 FP inh 2, AHR activator 8, MCL1-BIM inh 5 and pPAFAH inh 4.
For O=C(CC(Nc1cccc(Cl)c1Cl)C(=O)OCC(=O)c1cccs1)c1ccccc1 (configuration not stated) the results were Fam108B inh -6, MEX-5 binding 2.5, GLD-1 RNA inh 8, PME-1 primary -6, Bcl-xL primary 0, PAFAH1B2 FP inh -4, AHR activator 20, MCL1-BIM inh 5 and pPAFAH inh 8.
`N/C(CCS(=O)(=O)c1ccc(Cl)cc1)=N\OC(=O)c1ccccc1Cl` gave Fam108B inh 4, MEX-5 binding -0.5, GLD-1 RNA inh 6, PME-1 primary 0, Bcl-xL primary 1, PAFAH1B2 FP inh 13, AHR activator -2, MCL1-BIM inh 1 and pPAFAH inh 8.
Screening O=C(Nc1nccs1)c1ccc(Cl)nc1 returned Fam108B inh -5, MEX-5 binding 1.1, GLD-1 RNA inh 1, PME-1 primary 1, Bcl-xL primary -2, PAFAH1B2 FP inh 4, AHR activator 39, MCL1-BIM inh 5 and pPAFAH inh 4.

Screens from PubChem.
